GC-A act = GC-A (human) enzyme activation | P16066 | HEK293 GC-A cells, cGMP TR-FRET, EC30 ANP; 0% at EC30 ANP, 100% saturating ANP | 370,000 tested, 0.14% active | AID 1671463 | activation, % at 10 µM; in the data active = activation above about 40%
mABHD4 FP = inhibitors of mouse ABHD4; purified mABHD4, FP-Rh probe fluorescence polarization; inhibition, % at 8.92 µM; 370,000 tested, 0.54% active;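 active = inhibition exceeding the mean over every tested compound plus 3 SD, cut at about 30% in these data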;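 also: 0% = plate median of compound wells and 100% = S159A mutant with DMSO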
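System: mouse ABHD4 enzyme, wild type / Medium: HEPES pH 7.0, NaCl, Pluronic buffer / Reagent: FP-Rh activity-based fluorescent probe / Control set: S159A mutant high control, sample median low control / Detection: fluorescence polarization with parallel and perpendicular emission, 525/598 nm / Schedule: 45 min + 60 min at 25 °C / Compound dosing: 8.92 µM, single dose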
MBD2 DNA inh = inhibitors of human MBD2 binding to methylated oligonucleotide. AID 686964. inhibition, % at 4.4 µM. 370,000 tested, 0.31% active. TR-FRET; in the data active = inhibition above about 13%
TCR CD3 inh = human TCR-CD3 binding inhibition; AID 651800; 360,000 tested, 0.37% active; inhibition, % at 9.4 µM; TAMRA-labeled TCR probe fluorescence, biochemical; in the data active = inhibition above about 19%;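 also: recombinant mutant TCR 2C K166C tagged with TAMRA read by polarization; 0% = receptor in buffer alone and 100% = receptor with positive control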
UHRF1 MBD2 ctr = human UHRF1 methylated DNA binding inhibitors | AID 687016 | 370,000 tested, 0.75% active | inhibition, % at 4.4 µM | UHRF1 binding to methylated oligo, TR-FRET | Q96T88; in the data active = inhibition above about 21%;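 also: UHRF1 SRA domain binding a hemimethylated CpG hairpin DNA probe; 0% = median of test compound wells and 100% = reference inhibitor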
NPR2 activator = GC-B (human) receptor activation. P20594. HEK293-GC-B cells, CNP EC30, cGMP TR-FRET; 0% at EC30 CNP, 100% saturating CNP. activation, % at 10 µM. 370,000 tested, 0.11% active. AID 1920062;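 active = activation at 10 µM reaching about 35% in either raw or pattern-adjusted values, limit read from the data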
Target sequence (P20594 whole entry, looked up): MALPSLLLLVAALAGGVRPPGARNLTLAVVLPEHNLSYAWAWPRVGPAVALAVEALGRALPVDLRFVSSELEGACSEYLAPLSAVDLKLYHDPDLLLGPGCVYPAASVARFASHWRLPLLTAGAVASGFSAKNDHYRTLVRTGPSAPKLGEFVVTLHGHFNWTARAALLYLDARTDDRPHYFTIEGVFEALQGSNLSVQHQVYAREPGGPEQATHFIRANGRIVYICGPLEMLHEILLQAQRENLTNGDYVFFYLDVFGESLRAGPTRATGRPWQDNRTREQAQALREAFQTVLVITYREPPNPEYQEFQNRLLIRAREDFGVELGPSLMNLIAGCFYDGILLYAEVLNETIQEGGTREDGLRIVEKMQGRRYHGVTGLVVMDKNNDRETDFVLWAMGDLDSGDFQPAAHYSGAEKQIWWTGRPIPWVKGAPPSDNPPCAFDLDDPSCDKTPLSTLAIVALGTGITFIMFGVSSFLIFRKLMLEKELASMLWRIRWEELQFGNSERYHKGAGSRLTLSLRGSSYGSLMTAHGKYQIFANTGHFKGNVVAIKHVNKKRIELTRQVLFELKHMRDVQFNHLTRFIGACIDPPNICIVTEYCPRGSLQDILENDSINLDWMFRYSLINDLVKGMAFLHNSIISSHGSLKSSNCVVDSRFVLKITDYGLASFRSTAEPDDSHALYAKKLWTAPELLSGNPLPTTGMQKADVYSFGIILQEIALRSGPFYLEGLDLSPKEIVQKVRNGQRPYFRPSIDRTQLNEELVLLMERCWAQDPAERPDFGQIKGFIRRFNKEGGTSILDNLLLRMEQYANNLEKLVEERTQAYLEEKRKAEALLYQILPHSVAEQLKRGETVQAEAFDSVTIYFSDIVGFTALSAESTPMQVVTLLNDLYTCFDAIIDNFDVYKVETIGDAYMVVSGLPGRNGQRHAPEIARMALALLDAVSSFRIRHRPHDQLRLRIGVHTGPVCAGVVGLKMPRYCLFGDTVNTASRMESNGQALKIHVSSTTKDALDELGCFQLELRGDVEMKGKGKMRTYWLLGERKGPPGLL
SIAE primary = human SIAE inhibition, primary screen; AID 1053197; Q9HAT2; inhibition, % at 9.66 µM; 370,000 tested, 0.69% active; SIAE FP-Rh probe binding, fluorescence polarization;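 active = inhibition above a cutoff: mean of compounds within the control limits plus 3 SD of those, cut at about 17% in these data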;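 also: 0% = plate median of compound wells and 100% = probe without SIAE protein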
HTRA1 inh = blocks human HTRA1 serine peptidase | recombinant HTRA1, FP-rhodamine activity-based probe, fluorescence polarization | inhibition, % at 5.96 µM | 340,000 tested, 0.5% active | AID 504803; in the data active = inhibition above about 36%;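 also: 0% = enzyme with DMSO and 100% = wells lacking enzyme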
PRMT1 FP inh = PRMT1 (human) inhibition, primary screen. Q99873. 370,000 tested, 1.3% active. inhibition, % at 2.79 µM. recombinant PRMT1, activity-based probe fluorescence polarization. AID 652257;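 active = inhibition above about 21% made by adding two undisclosed values, limit read from the data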
rCAG RNA binder = r(CAG) repeat RNA binding. TO-PRO-1 dye displacement fluorescence. inhibition, % at 3 µM. 370,000 tested, 1.3% active;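 active = inhibition above the plate cutoff, the mean of all test compounds on that plate plus 3 SD, cut at about 35% in these data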;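 also: 0% = DMSO alone and 100% = 100 µM mitoxantrone as full dye displacement; higher means more dye released from RNA so lower well fluorescence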
* hit, by the source's call; . = no result given; & = joins results of further samples.

SMILES | GC-A act | mABHD4 FP | MBD2 DNA inh | TCR CD3 inh | UHRF1 MBD2 ctr | NPR2 activator | SIAE primary | HTRA1 inh | PRMT1 FP inh | rCAG RNA binder
CC(Sc1ccc(Cl)cc1)C(=O)NNC(=O)c1ccco1 (stereo unspecified) | 3 | 5 | -1 | 3 | -1 | 4 | -4 | -1 | 1 | 0
O=C(O)CCCCCNC(=O)Nc1ccc2c(c1)OCCO2 | 1 | -3 | -3 | 4 | -2 | 0 | 3 | -2 | 0 | 1
COC(=O)c1c(NC(=O)c2ccccc2)sc(C(=O)c2ccccc2)c1C | -1 | -8 | 0 | 0 | 5 | 6 | 0 | 3 | 3 | 2
O=C(CSc1nnc(Cc2ccccc2)o1)NCc1ccc2c(c1)OCO2 | 2 | 4 | -6 | -1 | 1 | -1 | -4 | -2 | 5 | -4
COCCOc1nc2ccccc2nc1C | 2 | 1 | -5 | 2 | -3 | 4 | 8 | -3 | -2 | -4
COc1ccc(-c2nnn(CC(=O)c3c[nH]c4ccccc34)n2)cc1OC | 0 | -13 | 9 | 3 | 15 | -1 | -22 | -40 | -2 | 18
Nc1nc(N)c(-c2cccc(C(F)(F)F)c2)c(Cc2cccc(C(F)(F)F)c2)n1 | -14 | 9 | -4 | 4 | -1 | -15 | -2 | -8 | 0 | -4
Cc1ccc(-n2c3c(cc(C(=O)NCC(=O)c4ccccc4)c2=O)C(=O)CCC3)cc1 | 1 | 6 | -6 | 5 | -1 | -1 | 3 | -2 | 1 | -5
CC1CCCCN1C(=O)COC(=O)c1ccc2ccccc2n1 (stereo unspecified) | -4 | 9 | 4 | 3 | -1 | 2 | -4 | 2 | 0 | 1
CN1CCN(C(CNC(=O)C(=O)Nc2ccc3c(c2)OCCO3)c2ccc(F)cc2)CC1 (stereo unspecified) | 4 | -5 | -2 | 1 | -2 | 2 | 6 | -2 | -3 | -6
CN1CCN(C(=O)CCc2nc(-c3ccc(Cl)cc3)no2)CC1 | 2 | -1 | -6 | -6 | -1 | 1 | 6 | 8 | 1 | -6
CCN(CC)C(=O)c1ccccc1NC(=O)c1ccccc1SC | 1 | 4 | -1 | 6 | -3 | -3 | -4 | 1 | 1 | -3
O=C(CC[C@H]1O[C@@H](n2ccc(=O)[nH]c2=O)[C@H](O)[C@@H]1O)NCc1ccc2c(c1)OCO2 | -4 | 4 | 5 | -8 | 1 | 0 | 2 | . | 1 | 3
CN(C(=O)C1CCCO1)c1nnc(-c2cnccn2)s1 (stereo unspecified) | 0 | -2 | 4 | 0 | 3 | -1 | -2 | 0 | 3 | -1
CCOc1ccc(S(=O)(=O)NCc2ccccn2)cc1NC(=O)c1ccccc1 | -1 | 1 | 2 | -3 | -1 | -9 | -4 | -4 | 4 | 0
O=C(CSc1nnc(CNC(=O)c2c(F)cccc2Cl)o1)Nc1ccccc1 | 4 | 5 | 6 | -2 | 1 | 5 | -1 | 0 | 1 | -4
O=C(NCCS(=O)(=O)N1CCN(c2ccc(F)cc2)CC1)c1ccc2c(c1)OCO2 | -2 | 4 | -4 | 11 | 0 | -1 | -4 | -2 | 1 | -3
COC(=O)C(NC(C)=O)(Nc1sc2c(c1C(N)=O)CCCC2)C(F)(F)F (stereo unspecified) | 2 | -2 | 1 | -4 | -2 | -3 | 3 | -6 | 0 | -4
Cc1nonc1NC(=O)CSc1nc2ccccc2[nH]1 | 2 | -7 | -5 | -3 | 2 | 1 | -4 | -6 | 1 | -2
CCCCn1c(N)c(N(CC(C)C)C(=O)c2ccc(S(=O)(=O)N3CCC(C)CC3)cc2)c(=O)[nH]c1=O | 0 | -8 | 11 | 1 | 6 | 5 | 5 | -2 | -2 | 2
CC(C)c1ccc(OCc2ccc(C(=O)N(C)C)o2)cc1 | 7 | 0 | -1 | 4 | 1 | 5 | 0 | -1 | 2 | -7
CCCN(c1ccc(C(C)C)cc1)S(=O)(=O)c1c(C)[nH]c(=O)[nH]c1=O | -1 | 2 | 5 | -9 | 1 | -4 | -7 | -6 | 2 | 1
CCN(CC(=O)Nc1c(F)cccc1F)C(=O)c1cc(S(=O)(=O)N(CC)CC)ccc1N1CCCCC1 | -2 | 3 | -1 | -4 | 2 | -1 | 0 | -1 | 0 | -4
Cc1ccc2nc(-c3cccc(Cl)c3)c(Cc3ccsc3)n2c1 | -2 | 1 | 13* | -7 | 20 | 4 | 0 | . | 4 | 5
O=C(NCCO)C(O)C(O)C(=O)NCCO (stereo unspecified) | 3 | 0 | 3 | 5 | 0 | 0 | -2 | 7 | 1 | 1

Reformatted with values under each structure: part of the list above
Results follow in this order: GC-A act, mABHD4 FP, MBD2 DNA inh, TCR CD3 inh, UHRF1 MBD2 ctr, NPR2 activator, SIAE primary, HTRA1 inh, PRMT1 FP inh, rCAG RNA binder
CN1CCN(C(=O)CCc2nc(-c3ccc(Cl)cc3)no2)CC1
    2, -1, -6, -6, -1, 1, 6, 8, 1, -6
Cc1nonc1NC(=O)CSc1nc2ccccc2[nH]1
    2, -7, -5, -3, 2, 1, -4, -6, 1, -2
O=C(CSc1nnc(CNC(=O)c2c(F)cccc2Cl)o1)Nc1ccccc1
    4, 5, 6, -2, 1, 5, -1, 0, 1, -4
CN(C(=O)C1CCCO1)c1nnc(-c2cnccn2)s1 (stereo unspecified)
    0, -2, 4, 0, 3, -1, -2, 0, 3, -1
CCOc1ccc(S(=O)(=O)NCc2ccccn2)cc1NC(=O)c1ccccc1
    -1, 1, 2, -3, -1, -9, -4, -4, 4, 0

The list continues:
SMILES | GC-A act | mABHD4 FP | MBD2 DNA inh | TCR CD3 inh | UHRF1 MBD2 ctr | NPR2 activator | SIAE primary | HTRA1 inh | PRMT1 FP inh | rCAG RNA binder
O=C(Nc1nccs1)c1nc[nH]c1C(=O)NCc1ccccc1 | 2 | 10 | -4 | 2 | -4 | 6 | -3 | 8 | 1 | 0
COc1ccc(OC)c(NC=C2C(=O)OC3(CCCCC3)OC2=O)c1 | 2 | 1 | -2 | 5 | -2 | -9 | -4 | -10 | 0 | 0
COc1ccc(Cn2nnnc2C(c2ccccc2Cl)N2CCC(C(N)=O)CC2)cc1 (stereo unspecified) | 6 | 2 | 2 | -2 | 0 | 10 | 0 | -8 | 1 | -6
CCCCCCCCN1C(=O)[C@@H](CC(=O)NCC2CCCCC2)C[C@@]2(C(=O)OC)C1=C[C@H](C(C)(C)C)O[C@@H]2C | 1 | 1 | -3 | 3 | 2 | 7 | 7 | . | -1 | 1
O=C(Nc1cccc(C(F)(F)F)c1)Nc1ccc2nc([C@@H]3O[C@H](CO)[C@@H](O)[C@H](O)[C@H]3O)[nH]c2c1 | 2 | 6 | 2 | 2 | -1 | -6 | 9 | . | -1 | 5
CCN(CC)CCOC(=O)c1ccc(N/C=C(/C#N)c2nc(-c3cc4ccccc4oc3=O)cs2)cc1 | 1 | -3 | 0 | -3 | 3 | 3 | -8 | 2 | 2 | 8
COC(=O)CSc1nc(-c2ccccc2)c2c(c1C#N)CCCC2 | -16 | -13 | 1 | 4 | -4 | -7 | -1 | -31 | 1 | -1
O=[N+]([O-])c1ccc(COc2cccnc2)cc1 | 0 | -3 | -3 | 2 | -2 | -1 | 2 | 1 | -4 | 0
CC1(C)CC(=O)C(C=NCC2CCNCC2)=C(O)C1 | 0 | -1 | 4 | 5 | -1 | 7 | -3 | 4 | -3 | -4
COc1cc(CN2CCNC(=O)C2CC(=O)N(Cc2nccn2C)C(C)C)cc(OC)c1 (stereo unspecified) | 2 | 3 | 0 | 0 | 0 | -6 | 6 | 3 | -1 | -4
CCCCn1c(SCC(=O)Nc2cc(C)on2)nc2cc(S(N)(=O)=O)ccc21 | -2 | -2 | 1 | 6 | 6 | -4 | -4 | -7 | 0 | 2
O=c1nc(NC2CCCC2)ccn1Cc1cccc(Br)c1 | 2 | -11 | 0 | -2 | 4 | 1 | -1 | -1 | 3 | -4
C/[N+]([O-])=C\C1C(=O)CC(C)(C)CC1=O | -1 | 1 | -3 | 1 | -1 | 3 | 5 | 2 | -1 | -1
CC(C)(C)NC(=O)c1cnn(-c2ccccc2)c1NC(=O)c1ccccc1 | 1 | -2 | 1 | -3 | 3 | -1 | 1 | -9 | -2 | -2
Cc1cccc(/C=C2\Sc3ccc(C(=O)N4CCCCC4)cc3N(C)C2=O)c1 | 2 | 5 | -4 | 8 | -1 | -1 | -6 | -38 | -3 | 0
CCCCN1CC(COCc2ccccc2)Oc2cccc(N3CCCC3)c2S1(=O)=O (stereo unspecified) | 4 | 7 | -2 | 6 | -1 | 3 | 1 | -10 | -7 | 4
O=C(O)c1ccc(-n2nc(C(F)(F)F)c3c2CCCC3)cc1 | 6&2 | 0&-2 | -7&-9 | 5&8 | 0&0 | -4&1 | -1&5 | -1&-3 | 2&2 | 4&1
Cc1nc(SCC(=O)Nc2c(C)n(C)n(-c3ccccc3)c2=O)[nH]c(=O)c1C | 0 | -6 | -6 | 10 | 0 | 2 | 6 | -9 | -2 | 3
O=C(OCc1nnc(-c2ccccc2)o1)C1CC(=O)N(Cc2ccco2)C1 (stereo unspecified) | 0 | -2 | -4 | 8 | 0 | 6 | 4 | 0 | -1 | 3
O=C(Nc1ccc2[nH]ccc2c1)c1ccc(F)cc1 | 4 | 3 | 3 | 8 | -1 | -1 | 2 | 0 | 0 | 1
Cn1cccc1C(=O)OCC(=O)NCc1ccc2c(c1)OCO2 | 0 | 10 | -3 | 26* | -2 | -2 | 8 | -6 | 126* | 3
Cc1ccc(SCCC(=O)N2CCC(C(N)=O)CC2)cc1 | -1 | -11 | 3 | 3 | 1 | 2 | -1 | -6 | 2 | 0
COc1cccc(NC(=O)COC(=O)/C=C/c2ccc(Cl)cc2Cl)c1 | 3 | -9 | 0 | 2 | 4 | 6 | 2 | -2 | 1 | 8
CCOc1ccc2nc(NCCNC(=O)C(C)(C)C)c(C)cc2c1 | 4 | -3 | -2 | 7 | 1 | 3 | -2 | 0 | -1 | -2

Entries from the list above that have a COOH group (2):
SMILES | GC-A act | mABHD4 FP | MBD2 DNA inh | TCR CD3 inh | UHRF1 MBD2 ctr | NPR2 activator | SIAE primary | HTRA1 inh | PRMT1 FP inh | rCAG RNA binder
O=C(O)CCCCCNC(=O)Nc1ccc2c(c1)OCCO2 | 1 | -3 | -3 | 4 | -2 | 0 | 3 | -2 | 0 | 1
O=C(O)c1ccc(-n2nc(C(F)(F)F)c3c2CCCC3)cc1 | 6&2 | 0&-2 | -7&-9 | 5&8 | 0&0 | -4&1 | -1&5 | -1&-3 | 2&2 | 4&1

Molecules shown so far that have a thiophene ring, fused or not, in the order listed:
SMILES | GC-A act | mABHD4 FP | MBD2 DNA inh | TCR CD3 inh | UHRF1 MBD2 ctr | NPR2 activator | SIAE primary | HTRA1 inh | PRMT1 FP inh | rCAG RNA binder
COC(=O)c1c(NC(=O)c2ccccc2)sc(C(=O)c2ccccc2)c1C | -1 | -8 | 0 | 0 | 5 | 6 | 0 | 3 | 3 | 2
COC(=O)C(NC(C)=O)(Nc1sc2c(c1C(N)=O)CCCC2)C(F)(F)F (stereo unspecified) | 2 | -2 | 1 | -4 | -2 | -3 | 3 | -6 | 0 | -4
Cc1ccc2nc(-c3cccc(Cl)c3)c(Cc3ccsc3)n2c1 | -2 | 1 | 13* | -7 | 20 | 4 | 0 | . | 4 | 5

Source: PubChem BioAssay

The list is partial (hit frequency here may not be typical).
